PostGolgi yeast = growth inhibition of a yeast mutant, post-Golgi transport screen; post-Golgi transport phenotypic cell assay; inhibition, % at 10 µM; hit rate 0.9% among 98,000; AID 739;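 further: yeast cells grown in 1536-well plates; yeast grown about 18 h at 30C before absorbance read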
PostGolgi ctrl = yeast control strain growth, post-Golgi counter-screen; efflux-deficient yeast background strain, growth absorbance A615, 16 h; inhibition, % at 10 µM; hit rate 5% among 98,000
S1P2 ag = agonists of human S1P2 receptor | hit rate 0.46% among 97,000 | activation, % at 4.5 µM | O95136 | S1P2-expressing cell line, agonist reporter read-out | AID 729; in the data active means activation above about 16%;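 further: 0% = vehicle low control and 100% = maximal reference agonist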
EphB4 ephrin blk = blocks human EphB4 binding to ephrin-B2. inhibition, % at 7 µM. AID 720. hit rate 0.15% among 97,000. EphB4 LBD / TNYL-RAW-Alexa532 peptide, fluorescence polarization;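 active means inhibition above the screen-wide mean inhibition plus 3 SD, cut at about 15% in these data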;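 further: 0% = DMSO wells and 100% = excess unlabeled TNYL-RAW peptide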
LYP act = activators of human LYP (PTPN22) phosphatase; hit rate 0.11% among 96,000; activation, % at 2 µM; recombinant LYP, DiFMUP fluorescence; 0 = plate median, 100 = signal doubled;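 active means activation at 2 µM above a set limit, the mean plus 5 SD, cut at about 37% in these data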
Target sequence (Q9Y2R2 whole entry, looked up): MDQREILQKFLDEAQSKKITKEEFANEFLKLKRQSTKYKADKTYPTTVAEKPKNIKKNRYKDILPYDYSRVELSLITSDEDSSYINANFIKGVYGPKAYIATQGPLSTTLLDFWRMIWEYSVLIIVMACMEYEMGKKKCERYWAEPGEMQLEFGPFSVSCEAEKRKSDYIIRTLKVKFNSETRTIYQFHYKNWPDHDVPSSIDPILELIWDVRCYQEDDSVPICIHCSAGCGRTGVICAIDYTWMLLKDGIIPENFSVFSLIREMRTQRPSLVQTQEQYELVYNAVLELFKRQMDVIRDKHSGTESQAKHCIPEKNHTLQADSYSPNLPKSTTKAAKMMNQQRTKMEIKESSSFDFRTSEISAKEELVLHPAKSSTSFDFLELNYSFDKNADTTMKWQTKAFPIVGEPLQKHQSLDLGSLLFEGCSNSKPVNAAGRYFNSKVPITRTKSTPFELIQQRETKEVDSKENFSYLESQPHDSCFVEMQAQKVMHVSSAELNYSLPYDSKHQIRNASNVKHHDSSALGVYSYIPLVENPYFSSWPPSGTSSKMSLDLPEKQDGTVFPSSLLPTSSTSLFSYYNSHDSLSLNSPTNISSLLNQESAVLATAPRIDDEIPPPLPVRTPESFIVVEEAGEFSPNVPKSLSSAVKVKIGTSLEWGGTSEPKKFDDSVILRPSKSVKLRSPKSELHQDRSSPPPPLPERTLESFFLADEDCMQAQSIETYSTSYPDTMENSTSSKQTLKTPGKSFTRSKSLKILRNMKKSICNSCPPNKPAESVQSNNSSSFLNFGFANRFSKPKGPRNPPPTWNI
HIV Rev-RRE inh = HIV Rev-RRE protein-RNA interaction inhibition; P05866; AID 704; hit rate 0.79% among 97,000; inhibition, % at 8 µM; Rev peptide-RRE RNA binding, FRET;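 active means inhibition above the screen-wide mean plus 3 SD, cut at about 35% in these data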;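 further: 0% = median DMSO wells and 100% = median Neomycin B control wells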
Target sequence (P05866 whole entry, looked up): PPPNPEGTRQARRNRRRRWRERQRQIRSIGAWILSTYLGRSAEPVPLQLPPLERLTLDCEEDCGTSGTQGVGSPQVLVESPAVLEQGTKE
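Test system – labelled RRE RNA duplex and labelled Rev peptide · Signal – fluorescein-to-Cy5 FRET, 480 nm excitation · Evaluation – % inhibition of FRET ratio versus controls · Benchmarks – DMSO low control, neomycin B high control · Incubation – 5 min RNA-compound premix plus 15 min binding step, 25 °C · Medium – HEPES pH 7.5 salt buffer with EDTA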
LYP inh 2 = blocks human PTPN22 phosphatase activity; hit rate 0.21% among 96,000; inhibition, % at 2 µM; recombinant LYP catalytic domain, DiFMUP fluorescence;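 active means inhibition at 2 µM at or above a set limit, the screen mean plus 3 SD, cut at about 24% in these data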;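 further: 0% = DMSO with enzyme and 100% = enzyme fully blocked by orthovanadate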
S1P2 blocker = S1P2 (human) receptor antagonism; cell-based S1P2 antagonist assay, inhibition at 5 uM; inhibition, % at 5 µM; hit rate 0.21% among 97,000; AID 736; in the data active means inhibition above about 45%;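 further: CRE beta-lactamase reporter cells expressing human S1P2 stimulated with S1P; 0% = agonist at EC80 alone and 100% = agonist plus reference antagonist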
FAK inh = blocks human focal adhesion kinase activity; hit rate 0.84% among 97,000; AID 727; inhibition, %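 (tested at 7 µM)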; Q05397; biochemical FAK kinase activity assay; in the data active means inhibition above about 19%;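 further: 0% = DMSO and 100% = reference compound high control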
The depositor's hits bear a star; x = not tested or not shown. Unless noted, no stated cut-off is given here; in the data, active means inhibition above about 30%; inactive means the rest.

Start of the listing, in advance (5 entries):
SMILES	PostGolgi yeast	PostGolgi ctrl	S1P2 ag	EphB4 ephrin blk	LYP act	HIV Rev-RRE inh	LYP inh 2	S1P2 blocker	FAK inh
CC(C)C[C@H](N)c1nnc(S(=O)(=O)Cc2cccc(F)c2)o1	-7	5	-9	-1	4	7	-5	33	0
O=C(O)CC1NC(=S)N(c2ccccc2)C1=O (stereo not drawn)	-2	15	-6	5	3	4	0	-11	-1
CC(=O)c1cccc(N(CC(=O)N2CCCC2)S(C)(=O)=O)c1	4	-6	3	-2	3	2	-6	-4	0
N#Cc1c(N)c(C(=O)c2ccc(Br)cc2)n2c1CCC2	-6	8	-8	-4	0	1	-2	-1	-5
O=C(CN1CCN(c2cccc(Cl)c2)CC1)N1CCCC1	-3	4	-8	1	4	3	-8	15	0

Results, previewed entries included:
SMILES	PostGolgi yeast	PostGolgi ctrl	S1P2 ag	EphB4 ephrin blk	LYP act	HIV Rev-RRE inh	LYP inh 2	S1P2 blocker	FAK inh
CC(C)C[C@H](N)c1nnc(S(=O)(=O)Cc2cccc(F)c2)o1	-7	5	-9	-1	4	7	-5	33	0
O=C(O)CC1NC(=S)N(c2ccccc2)C1=O (stereo not drawn)	-2	15	-6	5	3	4	0	-11	-1
CC(=O)c1cccc(N(CC(=O)N2CCCC2)S(C)(=O)=O)c1	4	-6	3	-2	3	2	-6	-4	0
N#Cc1c(N)c(C(=O)c2ccc(Br)cc2)n2c1CCC2	-6	8	-8	-4	0	1	-2	-1	-5
O=C(CN1CCN(c2cccc(Cl)c2)CC1)N1CCCC1	-3	4	-8	1	4	3	-8	15	0
COc1cc(C(=O)N(C)c2nnc(-c3cccnc3)s2)cc(OC)c1OC	0	6	2	0	-3	5	-2	-11	-1
CCCc1[nH]nc2c1C(CCC)C(C#N)=C(N)O2 (stereo not drawn)	3	5	-13	5	1	1	-3	2	3
CC1(C)CC(=O)c2cnc(NC(=O)c3ccco3)nc2C1	6	3	-6	-14	-2	0	1	-2	-1
COc1ccccc1N1C(=O)CCC1(C#N)c1ccc(Br)cc1 (stereo not drawn)	-1	29	-2	-2	-7	6	6	-7	0
Cc1nc(=O)c(-c2ccccc2)c(C)n1-c1ccccc1C(=O)O	4	7	-2	1	4	2	0	-6	-9
CC(C)c1ccc2c(c1)C1(NN=C(c3ccccc3)S1)C(=O)N2 (stereo not drawn)	x	x	-4	-4	-4	-1	1	-1	-3
CC(C)N(C(=O)NC(=O)NCC1CCCO1)S(C)(=O)=O (stereo not drawn)	-1	0	-2	3	10	3	-10	4	-1
Cc1ccc(C(C)C)c(OCCn2c(=O)oc3ccccc32)c1	0	8	-7	-1	1	9	2	-19	5
COC(=O)CCCCCNc1ccc(C(=O)OC)cc1N	-1	2	-11	4	6	-3	-3	20	3
C=CCn1c(SCc2csc(C)n2)nc2sc3c(c2c1=O)CCCCC3	-7	14	2	-7	10	-5	-14	-11	2
CCS(=O)(=O)Nc1cc(C(=O)OC)ccc1C(=O)OC	12	3	-3	5	-6	-1	8	-4	-1
CS(=O)(=O)Nc1nnc(Cc2ccccc2)s1	4	5	-1	-5	5	4	0	-1	0
CCCOc1ccc(CC(=O)NCc2ccco2)cc1OC	-6	3	-5	-10	-4	0	4	-12	2
COC(=O)c1ccc(NC(=S)NCCc2cccc(C)c2)cc1	-12	12	-5	-9	8	1	-3	-17	5
Cc1cc(C)nc(NS(=O)(=O)c2ccc(NC(=O)CN3C(=O)c4ccccc4C3=O)cc2)n1	-5	18	-2	-1	-11	6	13	8	1
Cc1c(=O)n(OCc2ccccc2)c2ccccc2[n+]1[O-]	-3	3	-3	-1	9	3	-8	7	0
CCC(=O)NCC(c1cccs1)N1CCOCC1 (stereo not drawn)	-4	3	-3	-7	1	3	-4	11	2
CCC(C)NC(=O)C1CCN(S(=O)(=O)CC)CC1 (stereo not drawn)	4	6	-5	-4	2	1	-2	9	-1
COc1ccc(C(=O)NCc2cn3cccc(C)c3n2)cc1OC	16	-6	-4	1	1	3	-2	-34	2
O=C(Nc1cccnc1)C1COc2ccccc2O1 (stereo not drawn)	1	9	0	16*	2	12	0	18	8

(listing goes on)
SMILES	PostGolgi yeast	PostGolgi ctrl	S1P2 ag	EphB4 ephrin blk	LYP act	HIV Rev-RRE inh	LYP inh 2	S1P2 blocker	FAK inh
COC(=O)c1ccc(C(=O)OC)c(NC(=O)CSCc2ccccc2Br)c1	-6	-3	-2	1	-6	11	10	19	-10
CC(C)CCn1c(=S)[nH]c2ncccc2c1=O	-3	1	-7	2	-5	2	4	18	-2
C=CCc1cc(/C=N/n2cnnc2)cc(OCC)c1O	-5	5	3	2	-4	3	4	0	3
CCOC(=O)c1cc2ccc(OC)cc2oc1=O	-11	2	-8	3	-3	1	6	18	-1
CCOC(=O)c1c(N)sc2c(OC)c(Br)ccc12	16	44*	-7	-6	-6	10	4	-27	-6
Cc1ccc(/C=C/C(=O)c2c(C)nc3ccccn23)cc1	-2	33*	-4	9	-3	3	7	-11	4
c1ccc(-n2ncc3c(N4CCN(CCOc5cccc6ccccc56)CC4)ncnc32)cc1	1	32*	-1	-1	-11	-8	13	-10	2
CCOC(=O)COn1c(=O)c(-c2cc3ccccc3o2)[n+]([O-])c2ccccc21	1	7	-2	1	-8	22	12	10	5
COc1ccc2c(c1)C(C)CC(C)(C)N2C(=O)CSc1ncn[nH]1 (stereo not drawn)	-7	0	-7	3	-6	3	5	10	1
Cc1cc(C)nc(N2CCC(C(=O)NC3CCCc4ccccc43)CC2)n1 (stereo not drawn)	23	1	-1	-10	-2	-1	0	-20	-3
O=C1NC(=S)N/C1=C\c1cccc([N+](=O)[O-])c1	-2	2	-5	-5	0	1	2	0	0
Cc1cnc(NC(=O)CN2CCN(c3ccccn3)CC2)s1	-6	-4	-6	-2	0	2	-1	25	1
CCOC(=O)CNC(=O)C1c2ccccc2C(=O)N(c2ccc(OC)cc2)C1c1ccc(OC)cc1 (stereo not drawn)	-6	8	-5	4	-3	12	4	21	0
CC(Nc1nc(N2CCCCC2)nc2ccccc12)c1ccccc1 (stereo not drawn)	-8	11	-2	6	-4	13	5	23	-1
CCCOc1ccc(-c2nn(-c3ccccc3)cc2/C=C2\SC(=S)N(C3CCS(=O)(=O)C3)C2=O)cc1 (stereo not drawn)	7	-4	-7	4	-3	4	7	0	6
Cc1ccnc(NC(=O)C23CC4CC(CC(C4)C2)C3)c1	-2	10	-2	2	-12	0	9	20	0
CCOc1ccc(Cl)cc1CSc1n[nH]c(CC)n1	-9	34*	-2	-4	9	3	-10	-11	-2
Cc1cc(NC(=O)COC(=O)c2cc(S(=O)(=O)N3CCOCC3)ccc2N2CCCCC2)no1	-3	3	-3	-1	9	1	-5	4	0
CCn1nnnc1SCC(=O)Nc1ccc2c(c1)OCO2	x	x	-7	3	2	6	-2	-4	0
Cc1ccc(CN(CC(=O)NCCc2ccccc2)C(=O)CCCC(=O)Nc2cc(C)on2)cc1	9	3	-5	2	4	6	-5	-6	2
O=C(CSc1nc2ccccc2[nH]1)c1ccc(Cl)s1	-8	21	-6	13	2	2	-1	-15	0
COc1cccc(-c2nnc(NC(=O)C3CCCCC3)o2)c1	-9	2	-5	-5	5	-2	-9	1	-3
Cc1ccc(-n2ncc3c(N4CCCC4)ncnc32)c(C)c1	0	33*	-1	7	3	2	-3	1	-2
CC(C)C1Cc2c(sc3c2c(=O)n(Cc2ccccc2)c2nncn32)CO1 (stereo not drawn)	2	43*	-1	0	-2	7	-2	8	-1
Cc1ccc(S(=O)(=O)C2(C(=O)O)CCCC2)cc1C	-1	-6	-3	0	-5	10	1	-1	3

(further entries)
SMILES	PostGolgi yeast	PostGolgi ctrl	S1P2 ag	EphB4 ephrin blk	LYP act	HIV Rev-RRE inh	LYP inh 2	S1P2 blocker	FAK inh
COc1ccc(NC(=O)CN2CCN(c3nc(-c4cccc(OC)c4)cs3)CC2)cc1	x	x	-4	7	-4	-3	1	-11	1
O=C(NCCN1CCN(C(=O)c2cc3ccccc3oc2=O)CC1)c1cc2ccccc2oc1=O	4	5	-1	14	-1	7	4	14	6
Clc1ccc(CN(CC2CCCO2)C(c2cccs2)c2nnnn2C2CCCC2)cc1 (stereo not drawn)	0	8	-5	4	-13	2	14	-7	-10
O=C(c1ccc(N2CCCCC2)c([N+](=O)[O-])c1)N1CCOCC1	-6	-4	-4	0	2	-2	-3	1	0
CC1Cc2ccccc2N1C(=O)CSc1nnnn1C(C)C (stereo not drawn)	-4	-1	-2	-5	6	-1	-4	22	1
CCc1ccc2[nH]c(=O)c(C(c3nnnn3CC3CCCO3)N3CCN4CCCC4C3)cc2c1 (stereo not drawn)	-12	30*	0	5	-1	18	-2	-6	0
S=c1[nH]nc(-c2cccnc2)n1Cc1ccccc1	0	6	-2	-6	-2	5	0	4	0
O=C(CSc1nc2c(sc3ccccc32)c(=O)n1CCO)NCc1ccco1	0	13	-1	8	-2	3	0	13	6
Cc1nc(-c2ccccc2)c(-c2ccccc2)[nH]1	x	x	-6	5	-4	1	5	-27	3
CCOC(=O)NC(=O)CSc1ccccn1	-4	-2	-6	-4	-2	4	1	-16	0
CCOC(=O)Cc1c(C)c2ccc(N(CC)CC)cc2oc1=O	46*	1	20*	1	0	10	-2	-6	-1
Nc1nonc1-c1noc(CCCN2C(=O)c3ccccc3C2=O)n1	-4	13	-6	4	3	4	-5	5	-5
c1ccc(-c2nnn(C34CC5CC(CC(C5)C3)C4)n2)cc1	-2	0	-5	2	0	19	-1	22	6
COC(=O)c1cc(=O)n2c(-c3ccccc3)csc2n1	15	6	-13	0	-5	6	4	-13	-4
O=C(O)C1CCCCC1C(=O)Nc1ccccc1Cl (stereo not drawn)	-6	0	-1	-10	14	5	-8	-17	-2
Cc1cccc(-n2c(SCC(=O)Nc3ccc4c(c3)OCO4)nnc2-c2ccoc2C)c1	-3	2	-2	7	-5	2	4	-1	-2
CCn1c(=O)cc(OCC(=O)NCCC(C)C)c2ccccc21	12	-9	1	-6	2	-1	-3	1	1
CC(C)COc1ccc(/C=C2/Sc3ccccc3C2=O)cc1	-2	3	-5	-7	9	32	-5	11	-2
O=C(CCc1nc2cccnc2n1Cc1ccccc1)NCCc1ccc(Cl)cc1	7	7	-5	-6	-5	8	6	-24	3
Cc1ccccc1-n1c(C)n[nH]c1=S	-6	5	-10	-2	8	5	-2	28	2
CCOC(=O)c1c(NC(=O)Cc2cccs2)sc(C)c1C	-7	9	-6	6	-2	15	0	-13	6
CCCNC(=O)COC(=O)c1cc(SC)ccc1Cl	-2	13	0	-1	-2	-7	2	11	1
Cc1c(NC(=O)N2CCCCCC2)c(=O)n(-c2ccccc2)n1C	-4	5	-6	7	-1	7	-1	24	-2
CN(C)CCCNS(=O)(=O)c1ccc(N2CCC(c3ccc(Cl)cc3)=N2)cc1	-6	25	202*	9	5	6	-4	-214	-2
CC(=O)COc1ncn(-c2ccccc2)n1	10	0	0	-4	1	5	3	-35	0

More compounds:
SMILES	PostGolgi yeast	PostGolgi ctrl	S1P2 ag	EphB4 ephrin blk	LYP act	HIV Rev-RRE inh	LYP inh 2	S1P2 blocker	FAK inh
Cc1ccc(N2CC(C)Cn3c2nc2c3c(=O)n(CC(=O)OCc3ccccc3)c(=O)n2C)cc1C (stereo not drawn)	15	13	-3	4	-19	6	17	2	0
CCNc1cc(=O)n(C)c(=O)n1C	4	-9	3	5	10	-1	-5	-16	2
COCCNC(=O)COc1cc(=O)n(C)c2ccccc12	9	-2	-14	1	14	7	-16	18	4
COC(=O)c1cc(OC)c(OC)cc1NC(=O)c1c(C)noc1C	x	x	-4	-1	6	4	-8	-4	1
Cc1cc(-c2ccco2)n(CC(=O)NCCN(C)C)n1	-4	1	-2	0	0	4	-3	-4	1
CCOC(=O)Cn1c(=NC(=O)CSC(C)=O)sc2cc(OC)ccc21	1	0	0	-1	-2	6	5	2	1
CCc1c(C)nc(N2CCOCC2)[nH]c1=O	-24	-6	-5	-6	0	6	-1	-4	3
Cn1cnnc1SCC(=O)N1CCc2ccccc21	26	0	-4	-5	1	5	1	-2	0
Cc1sc2ncnc(NCCCO)c2c1C	7	8	-6	15	-10	8	8	8	9

Source: PubChem
